Bioassay records (PubChem)
tuberculosis growth = growth inhibition of non-replicating M. tuberculosis (AID 488890); Mycobacterium tuberculosis non-replicating, growth inhibition; higher % means a stronger effect; one-dose inhibition, % at 25 µM; IC50 in µM for titrated hits; 320,000 compounds, 0.39% hits; in the data active means a potency from the dose series; inconclusive means inhibition mostly from about 82% at the one dose, without a potency; inactive means the rest, 99 in 100 with inhibition below about 76%;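 further: plate controls were DMSO cells for no effect and high antibiotic wells for full effect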
VEEV TC-83 Vero = inhibitors of VEEV TC-83 cytopathic effect, confirmation, Vero cells (AID 588727); 350,000 compounds, 0.13% hits; Vero cells, VEEV TC-83 cytopathic effect inhibition; higher % means a stronger effect; inhibition, % at 20 µM, or IC50 in µM where a hit was titrated; in the data active means a potency from the dose series; inconclusive means inhibition mostly from about 14% at the one dose, without a potency; inactive means the rest, 99 in 100 with inhibition below about 12%; further: strong numbers were not always called active
H37Rv inhibition = M. tuberculosis growth inhibition, HTS (AID 449762). inhibition, % at 25 µM; hits with a dose series show IC50 in µM. M. tuberculosis H37Rv growth inhibition, 7H9 media; higher % means a stronger effect. 330,000 compounds, 0.59% hits; in the data active means a potency from the dose series; inconclusive means inhibition above about 70% without an active follow-up result;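 further: bacterial growth assessed after seven days of incubation; strong numbers were not always called active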
H1N1 NS1A inhibition = H1N1 influenza NS1A inhibitors, functional cell based assay (AID 504329) | 340,000 compounds, 0.3% hits | NS1A functional cell-based assay, percent inhibition; higher % means a stronger effect | inhibition, % at 12.5 µM; hits with a dose series show IC50 in µM; in the data active means a potency from the dose series; inconclusive means inhibition above about 27% without an active follow-up result; further: strong numbers were not always called active
PhoP GFP inhibition = PhoP regulon inhibitors, Salmonella typhi PhoP promoter GFP reporter, confirmatory (AID 1850). 310,000 compounds, 0.33% hits. Salmonella Typhi PhoP-promoter GFP reporter, fluorescence, 4 h; higher % means a stronger effect. one-dose inhibition, % at 50 µM; IC50 in µM for titrated hits; in the data active means a potency from the dose series; inconclusive means inhibition mostly from about 25% at the one dose, without a potency; inactive means the rest, 99 in 100 with inhibition below about 19%;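 further: 0% = induced wells with vehicle and 100% = uninduced wells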
VEEV TC-83 Vero 10K pilot screen = further read-out of VEEV TC-83 Vero, marked with its call; inhibition, %; measured here: 10K pilot screen inhibition
* marks the source's active call; other numbers are inactive results; i = inactive; ? = inconclusive; · = not tested or not shown.

SMILES	tuberculosis growth	VEEV TC-83 Vero	H37Rv inhibition	H1N1 NS1A inhibition	PhoP GFP inhibition	others
COc1ccc(-c2noc(CN(C(=O)c3ccc4c(c3)OCO4)C(C)C)n2)cc1OC	-5%	2.3%	13%	6%	8%
COc1ccc(C(=O)CCS(=O)(=O)c2ccc(F)cc2)cc1OC	?	1.6%	-3%	2%	-8%
CCCNC(=O)c1onc(CS(=O)(=O)c2cc(C)cc(C)c2)c1C(=O)NCCC	-10%	2.6%	-3%	-3%	·
C=CC[C@]12C[C@@H](OC)C(=O)C=C1O[C@@H](c1ccc(OC)c(OC)c1)[C@H]2C	16%	0.9%	3%	-2%	13%
O=C(CCS(=O)(=O)c1ccccc1)Nc1ccccn1	-3%	i	2%	-5%	8%
CCN=C1S/C(=C\c2cn(C(C)=O)nc2-c2ccccc2)C(=O)N1CC	33%	33%	-3%	-1%	-10%
COCCN1Cc2cccc(C(=O)Nc3cccc(OC)c3)c2C1=O	32%	4.3%	0%	13%	1%
CCOC(=O)c1nn(-c2ccccc2)c2nnc(Cc3ccc(Cl)cc3)c(=O)n12	-6%	0.7%	1%	2%	7%
COc1ccccc1C(=O)Nc1sc2c(c1C#N)CCC2	1%	i	6%	2%	2%
Cc1cc(/C=N/Nc2nc(N)ncc2[N+](=O)[O-])c(C)n1-c1ccccc1F	2%	·	5%	·	15%
COC(=O)CCC(NC(=O)OCc1ccccc1)C(=O)NC(CC(C)C)C(=O)OC (stereo unspecified)	6%	i	-5%	-20%	17%
COc1ccc(N(CC(=O)Nc2cccc(OC)c2)S(=O)(=O)c2c(C)nn(C)c2C)cc1	30%	2.9%	2%	2%	-7%
CN(C)CCCNC(=O)COc1ccc(Br)cc1Cl	9%	i	-7%	-9%	-7%
Cc1cccc(NC(=O)c2cc(-c3ccco3)nc3ccccc23)n1	6%	11%	1%	-19%	-22%
Cc1nn(-c2ccccc2)c(C)c1NC(=O)COc1cc(F)ccc1[N+](=O)[O-]	-18%	2.6%	-5%	-16%	·
O=C(O)C1CCCCC1C(=O)Nc1ccccc1Nc1ccccc1 (stereo unspecified)	43%	2.1%	7%	9%	-7%
O=C(O)C1Sc2[nH]c(=O)sc2C2c3cc(Cl)ccc3OC(=O)C12 (stereo unspecified)	22%	0.1%	-2%	1%	-7%	VEEV TC-83 Vero 10K pilot screen=0.8
COc1ccc(/C=C(/C(=O)NCc2ccccc2)c2ccccc2)cc1	32%	i	18%	6%	-6%
CC[N+](CC)(CCO)CCCN1C(=O)C2CC=C(Cl)CC2C1=O (stereo unspecified)	-1%	2.3%	-1%	-14%	-3%
C[C@H]1[C@H](C)CC[C@]2(C)CC[C@]3(C)C(=CC[C@@H]4[C@@]5(C)CC[C@@H](O)[C@](C)(C(=O)O)[C@@H]5CC[C@]43C)[C@H]12	3%	·	-4%	·	-19%

Quoted at random: 3 compounds from above.
SMILES	tuberculosis growth	VEEV TC-83 Vero	H37Rv inhibition	H1N1 NS1A inhibition	PhoP GFP inhibition	others
Cc1nn(-c2ccccc2)c(C)c1NC(=O)COc1cc(F)ccc1[N+](=O)[O-]	-18%	2.6%	-5%	-16%	·
COc1ccc(N(CC(=O)Nc2cccc(OC)c2)S(=O)(=O)c2c(C)nn(C)c2C)cc1	30%	2.9%	2%	2%	-7%
O=C(O)C1Sc2[nH]c(=O)sc2C2c3cc(Cl)ccc3OC(=O)C12 (stereo unspecified)	22%	0.1%	-2%	1%	-7%	VEEV TC-83 Vero 10K pilot screen=0.8

Next part.
SMILES	tuberculosis growth	VEEV TC-83 Vero	H37Rv inhibition	H1N1 NS1A inhibition	PhoP GFP inhibition	others
CCOC(=O)C1CCCCC12C(C#N)=C(N)Oc1n[nH]c(C)c12 (stereo unspecified)	-11%	5.0%	-5%	-1%	1%
O=C(N/C(=C/c1cccnc1)C(=O)N1CCOCC1)c1ccccc1F	-16%	i	-2%	-20%	6%
CCc1ccc(CNC(=O)Cn2nc(-c3ccc(C)cc3)ccc2=O)cc1	17%	·	2%	·	-1%
C=CCN(C(=O)CCC(=O)Nc1cc(C)on1)C(C(=O)NC(C)(C)C)c1cccc(OC)c1OC (stereo unspecified)	-11%	0.6%	5%	1%	9%
COc1cc(CN(C(=S)NCC(=O)NC2CCCC2)C2CCCC2)cc(OC)c1OC	6%	0.1%	5%	-5%	-8%
O=C(/C=C/c1ccco1)Nc1ccc2c(c1)OCO2	43%	1.5%	-3%	7%	15%
COCCOC(=O)C1=C(C)NC2=C(C(=O)CC(C)(C)C2)C1c1ccc(N(C)C)cc1 (stereo unspecified)	-1%	0.8%	-1%	-7%	3%
COCCN(C(=O)COC(=O)Cc1ccccc1)c1c(N)n(Cc2ccccc2)c(=O)[nH]c1=O	-62%	2.0%	-5%	-5%	3%
CC(C)CC(=O)N1CCN(S(=O)(=O)c2ccc3ccccc3c2)CC1	14%	i	4%	1%	2%
O=C(Cc1cccc(NC(=O)C2CCN(C(=O)c3ccccc3)CC2)c1)Nc1cccc(C(=O)N2CCOCC2)c1	·	0.8%	·	-23%	·
COCC(=O)Nc1ccc(C(C)C)cc1	39%	0.1%	?	-1%	-1%
COc1cc(CC2C(=O)Nc3ccccc32)cc(C)c1O (stereo unspecified)	-18%	0.8%	2%	0%	4%
O=C1C=C(Nc2cccc3cccnc23)c2ccccc2C1=O	38%	i	20%	14%	2%
CCOc1ccccc1N1CCN(C(=O)C2=CC=CN3CCS(=O)(=O)N=C23)CC1	11%	1.5%	1%	-18%	·
CCOc1ccc(NC(=O)CN2C(=O)NC3(CCCC3)C2=O)cc1S(=O)(=O)N1CCCCC1	11%	0.7%	-14%	-5%	·
O=C(Nc1cccc(Cl)c1)N(CCN1CCOCC1)Cc1cccc(Cl)c1	18%	i	0%	2%	8%
Cc1ccc(CNC(=O)CCn2c(=O)oc3ccccc32)cc1	-16%	3.2%	3%	13%	0%
Cc1ccc[n+](CC(=O)c2ccc(Cl)cc2)c1	1%	i	-4%	-4%	4%
CCCCCC1CCC(c2ccc(C(N)=O)cc2)CC1 (stereo unspecified)	12%	1.5%	-5%	12%	3%
CC1CCN(C(=O)CSCC(=O)Nc2nc(-c3cccs3)cs2)CC1	27%	1.1%	-14%	-1%	-4%

Part of the list above in order of formula weight, falling:
SMILES	tuberculosis growth	VEEV TC-83 Vero	H37Rv inhibition	H1N1 NS1A inhibition	PhoP GFP inhibition	others
CCOc1ccc(NC(=O)CN2C(=O)NC3(CCCC3)C2=O)cc1S(=O)(=O)N1CCCCC1	11%	0.7%	-14%	-5%	·
CCOc1ccccc1N1CCN(C(=O)C2=CC=CN3CCS(=O)(=O)N=C23)CC1	11%	1.5%	1%	-18%	·
CC1CCN(C(=O)CSCC(=O)Nc2nc(-c3cccs3)cs2)CC1	27%	1.1%	-14%	-1%	-4%
O=C1C=C(Nc2cccc3cccnc23)c2ccccc2C1=O	38%	i	20%	14%	2%
COCC(=O)Nc1ccc(C(C)C)cc1	39%	0.1%	?	-1%	-1%

Following part:
SMILES	tuberculosis growth	VEEV TC-83 Vero	H37Rv inhibition	H1N1 NS1A inhibition	PhoP GFP inhibition	others
CCOC(=O)c1cc2c(=O)n3ccccc3nc2n(C(C)C)c1=NC(=O)c1ccncc1	-2%	8.8%	-4%	10%	-10%
COCc1cc(SC2CCCCC2)nc(C)n1	2%	1.6%	-6%	-1%	-1%
CN1CCN(c2cnn(-c3ccccc3)c(=O)c2Br)CC1	-1%	0.6%	-2%	-5%	6%
O=C1c2ccccc2C(=O)N1CCn1ccnc1	5%	0.8%	2%	-2%	-4%
OC(COc1ccc(CNCCc2ccccc2F)cc1)CN1CCCCC1 (stereo unspecified)	7%	4.2%	-2%	10%	-4%
COc1ccc(C(=O)Nc2ccccc2NC(=O)c2ccc(OC)cc2)cc1	-4%	1.2%	2%	0%	4%
CC(C)CN(C(=O)COC(=O)c1cncc(Br)c1)c1c(N)n(Cc2ccccc2)c(=O)[nH]c1=O	27%	1.1%	1%	-4%	0%
CC(=O)Nc1cccc(NC(=O)C2CCCN2C(=O)Nc2ccc(Cl)cc2)c1 (stereo unspecified)	-1%	1.5%	-9%	-7%	-5%	VEEV TC-83 Vero 10K pilot screen=0.9
COc1ccccc1NC(=O)CSc1nnc(COc2ccc(Cl)cc2)o1	?	i	?	9%	11%
CCn1nc(NS(=O)(=O)c2ccc([N+](=O)[O-])cc2)c2cc3ccccc3nc21	13%	2.5%	-4%	4%	-4%
Cc1ccc(C(=O)NN(C)c2nc3ccccc3nc2C(F)(F)F)cc1	5%	6.0%	6%	10%	4%
COc1cc(CNCc2ccco2)cc(OC)c1O	-9%	i	4%	5%	1%
Cc1ccc(NC(=O)Cc2nc(COC(=O)Cc3cccc(C(F)(F)F)c3)cs2)cc1	·	7.1%	·	-2%	·
Cc1ccc(CN(CC(=O)NCCc2ccccc2)C(=O)c2csnn2)cc1	7%	0.7%	-8%	0%	5%
COc1ccc(N2CCN(C(=O)c3ccc(OCc4c(C)noc4C)c(OC)c3)CC2)cc1	14%	i	-1%	-3%	-12%
CN(C)c1ccc(CNc2ncnc3sccc23)cc1	19%	i	-6%	8%	-16%
Nc1nonc1-c1nc2ccccc2n1CC(=O)N1CCCCC1	1%	2.3%	1%	-3%	4%
CN1CCc2nc3sc(C(=O)NC(C)(C)C)c(N)c3cc2C1	13%	7.0%	12%	16%	-6%
O=C(CN(C(=O)Cn1nnc(-c2ccc(F)cc2)n1)c1cccc(F)c1)NC1CCCC1	4%	1.3%	4%	5%	5%
O=C(O)C1C2C=CC3(CN(Cc4ccco4)C(=O)C13)O2 (stereo unspecified)	-8%	1.7%	-3%	-5%	-4%
COc1cc(C(C)=O)ccc1OCC(=O)OC(C)C(=O)c1ccc(F)cc1 (stereo unspecified)	-5%	3.6%	0%	-6%	·
COc1ccccc1CNC(=O)C1CCN(S(=O)(=O)c2cccc3nonc23)CC1	11%	1.9%	-3%	4%	-13%
Cc1ccc(S(=O)(=O)N2CCC(C(=O)N3CCc4ccccc43)CC2)cc1	-15%	5.2%	-3%	-11%	-1%
COC(=O)CN1C(=O)C(O)(CC(=O)c2ccc(Br)cc2)c2ccccc21 (stereo unspecified)	·	0.8%	-2%	-6%	-8%
CCn1nc(C)c(NC(=O)c2ccc(Br)o2)c1C	5%	2.4%	-6%	3%	6%
O=C(O)C1CCCCC1C(=O)N1CC=C(c2ccccc2)CC1 (stereo unspecified)	9%	0.9%	4%	-18%	4%
CN1CCN(CCCn2cnc3c(=O)oc4ccccc4c32)CC1	-12%	0.5%	-2%	-1%	6%
Cc1ccc(OCC(=O)NNC(=O)c2cccnc2)cc1C	16%	0.9%	-1%	4%	5%	VEEV TC-83 Vero 10K pilot screen=1.3
O=C(CN1C(=O)S/C(=C\c2ccccc2)C1=O)NC1CCS(=O)(=O)C1 (stereo unspecified)	-6%	1.2%	-6%	5%	7%
O=S(=O)(Nc1ccc(Cl)cn1)c1cccs1	10%	2.2%	-9%	4%	11%
CC1CCCC(NCC(O)COC(c2ccc(F)cc2)c2ccc(F)cc2)C1C (stereo unspecified)	5.8µM*	i	?	-4%	2%
CC(C)Nc1nc(NC(C)C)nc(SCCOC(=O)Nc2ccc(Cl)cc2Cl)n1	26%	4.7%	14%	-2%	-4%
COc1ccc(C(=O)O/N=C(\N)c2ccc(OC)c(OC)c2)cc1	-4%	10%	4%	-7%	-8%
Nn1c(SCC(=O)Nc2ccccc2F)nnc1C1CCCCC1	23%	i	8%	14%	9%
COc1ccccc1Oc1c(C)oc2cc(OC(=O)c3ccco3)ccc2c1=O	72%	2.0%	-3%	0%	-1%
CCCCC(c1nnnn1CC1CCCO1)N1CCN(c2nc3ccccc3s2)CC1 (stereo unspecified)	·	3.7%	·	-1%	·
